# HIV fusion peptide: inhibitors of HIV fusion peptide binding, primary screen, biochemical, uHTS, fluorescence dequenching (AID 1986); one-dose inhibition, % at 20 µM; IC50 in µM for titrated hits; cell-free peptide binding, fluorescence dequenching, 30 min; higher % means a stronger effect; 290,000 tested, 0.3% active; in the data active = inhibition mostly above about 52%, no sharp cut-off; inactive = mostly below about 76%; note: some results filed as inactive read as strong as hits
# Dynein transport: dynein cargo transport inhibition; 3617.4 mouse cells, GR-EGFP nuclear translocation imaging; test concentration mostly 20 µM; stimulated with dexamethasone, 1 µM; active compounds read low; z-score, hits read low; 220,000 tested, 0.47% active; AID 1381;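 active = plate z-score of nuclear minus cytoplasmic receptor signal below a set negative limit, without overly bright fluorescence or cell loss, cut at about -3.5 in these data, passing the limit was not always enough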;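 note: z-score of nuclear minus cytoplasmic ring GR-EGFP intensity difference per well; some compounds called inactive have numbers as strong as hits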
#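 medium = tetracycline-free induction medium containing charcoal-stripped FBS | also added = 1.0 µM final dexamethasone stimulus | schedule = 48 h induction, 1 h compound, 30 min dex at 37 °C | technique = fixed, Hoechst-stained cells imaged at 10x for EGFP | measure = GR-EGFP nuclear translocation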
# Autophagy HCS: alters autophagy in cells | AID 463193 | MEF GFP-LC3 puncta imaging; test concentration mostly 10 µM | 190,000 tested, 0.98% active | calls only at 10 µM (by protocol);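 active = percentage of spot-positive cells more than 3 SD above its plate mean, without a fluorescence outlier flag or 80% toxicity; inconclusive = no clear call, values can overlap the other calls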;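 note: spot-positive cell cutoff set from DMSO-treated cells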
# Ins promoter up: MIN6 insulin promoter up-regulation; MIN6 insulin promoter-GFP reporter, high-content imaging; active compounds read high; z-score at 5 µM; 190,000 tested, 0.3% active;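 active = z-score above 3 at 5 µM with at least 500 cells counted in the well; inconclusive = wells under 500 cells, flagged as cytotoxic or low count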
# AID2073: disruptors of CaV2.2 binding to Mint1 – biochemical, HTRF (AID 2073); HTRF protein-protein interaction, Mint1-CaV2.2; higher % means a stronger effect; inhibition, % at 20 µM; hits with a dose series show IC50 in µM; 290,000 tested, 0.19% active; in the data active = inhibition mostly above about 51%, no sharp cut-off; inconclusive = no clear call, values can overlap the other calls; inactive = mostly below about 53%; note: some results filed as inactive read as strong as hits
# MT stabilize HCS: microtubule stabilizers in HeLa cells; HeLa tubulin immunostaining HCS, 24 h; share of cells brighter than vehicle mean+2SD; % tubulin-high responders, % at 10 µM; 200,000 tested, 0.83% active; AID 2205;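 active = plate Z-score above 3 for both tubulin-high and condensed-nucleus cell shares, with cell loss under 80%, at 10 µM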;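 note: anti alpha tubulin signal scored within the nucleus-defined area of each cell; some results filed as inactive read as strong as hits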
# Yfh1-off respiration: enhancers of respiration in Yfh1-depleted yeast, dose response, Friedreich's ataxia, plus single-dose screen (AID 1465) | fold induction at 50 µM, or EC50 in µM where a hit was titrated | S. cerevisiae Yfh1-off respiration, WST-1 reduction, 72 h; higher fold induction means a stronger effect | 220,000 tested, 0.074% active;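 active = fold induction of absorbance versus untreated yeast above a set limit, then at least 30% activation at any dose in follow-up; inconclusive = repeats straddling the limit, or above it without dose testing; inactive = fold induction below the set limit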;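 note: activators that raise dye reduction in frataxin-depleted yeast; strong numbers were not always called active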
# WT yeast gro inh: growth inhibition of WT yeast, mitochondrial fusion screen; AID 1362; 190,000 tested, 2.1% active; mitochondrial fusion phenotypic screen, WT strain; inhibition, % at 10 µM; in the data active = inhibition above about 58%; tested in S. cerevisiae
# b-catenin transl: beta-catenin nuclear translocation modulation; HeLa beta-catenin nuclear translocation, immunofluorescence imaging; nuclear translocation activity, % at 5 µM; 190,000 tested, 0.3% active;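 active = nuclear translocation activity above 50% at 5 µM, with a well cell count of 50 or more; inconclusive = wells under 50 cells across six images, flagged as toxic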;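 note: per-cell ratio of nuclear to cytoplasmic median beta-catenin stain intensity; plate controls were DMSO negative control for no effect and GSK-3 inhibitor IX positive control for full effect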
#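 Assay system: human HeLa cells, native beta-catenin; doses: 5 µM primary, 0.02–20 µM confirmation; incubation: compound treatment 24 h, 37°C, 5% CO2; technique: fluorescence imaging of beta-catenin antibody stain plus DAPI; measure: % activation, nuclear-to-cytoplasmic median beta-catenin signal ratio per cell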
# WT yeast gro inh mutant strain: further read-out of WT yeast gro inh, marked with its call; inhibition, %; mitochondrial fusion phenotypic screen, mutant strain inhibition
# Dynein transport cytoplasmic EGFP: further read-out of Dynein transport, marked with its call; z-score; measured here: cytoplasmic GR-EGFP intensity; active compounds read high
# Dynein transport nuclear GR-EGFP: recorded beside Dynein transport, whose call it bears; z-score; measured here: nuclear GR-EGFP intensity;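 lower value marks the stronger effect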
# Dynein transport cell count: further read-out of Dynein transport, marked with its call; z-score; measured here: cell count per field
# Ins promoter up cell count: further read-out of Ins promoter up, marked with its call; cell count; measured here: cytotoxicity, nuclei count;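 total cells summed across four imaged fields per well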
# b-catenin transl cell count 5 µM: second read-out of b-catenin transl, no call of its own (marks repeat the call); cell count; measured here: cell count, cytotoxicity flag
# MT stabilize HCS Hoechst-high %: also measured in MT stabilize HCS; calls as there; % Hoechst-high responders; measured here: nuclear condensation Hoechst responders;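 share of cells brighter than vehicle mean plus two SD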
# MT stabilize HCS cytotoxicity %: further read-out of MT stabilize HCS, marked with its call; toxicity, %; measured here: cytotoxicity by cell density;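 0% = mean cell density of plate MIN control wells and 100% = no cells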
# Autophagy HCS cell loss 18 h: recorded beside Autophagy HCS, whose call it bears; toxicity, %; measured here: cell loss, nuclei count;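 cell loss after 18 h compound exposure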
# The depositor's hits bear a star; i = inactive; u = inconclusive; x = no result given; + = active, no number.
SMILES,HIV fusion peptide,Dynein transport,Dynein transport cytoplasmic EGFP,Dynein transport nuclear GR-EGFP,Dynein transport cell count,Autophagy HCS,Autophagy HCS cell loss 18 h,Ins promoter up,Ins promoter up cell count,AID2073,MT stabilize HCS,MT stabilize HCS Hoechst-high %,MT stabilize HCS cytotoxicity %,Yfh1-off respiration,WT yeast gro inh,WT yeast gro inh mutant strain,b-catenin transl,b-catenin transl cell count 5 µM
Cc1ccc(NC(=O)C[n+]2cc(-c3ccccc3)n3c2CCC3)c(C)c1,0.2%,0.75,-0.27,0.13,-0.32,x,x,-0.37,1455,6%,x,x,x,i,x,x,-0.3,1301
COc1ccc(CCNC(=O)CSc2nn(-c3ccccc3)c(=S)s2)cc1,-0.2%,0.48,-0.68,0.17,-0.73,x,x,-0.21,968,0%,x,x,x,i,x,x,-0.4,1420
CC(=O)c1cccc(NC(=O)COC(=O)c2cccs2)c1,-1.2%,-0.34,-0.18,-0.23,0.57,i,17,0.72,1127,4%,1.7,2.7,5.6,i,8,-14,0.1,1113
CC(=O)Nc1ccc(S(=O)(=O)NC(C)C(=O)NCCc2ccc(F)cc2)cc1 (stereo not drawn),2.5%,-0.19,-0.3,-0.083,-0.32,i,4,-0.48,1339,1%,1.5,1.5,6.8,i,13,10,-1.4,1123
CC(C)(C)NC(=O)C(c1ccc(OCC(N)=O)cc1)N(C(=O)c1cccnc1)C1CC1 (stereo not drawn),-0.5%,0.08,-0.18,-0.015,-0.19,i,-2,0.36,1465,26%,1.4,0.8,6.2,i,11,14,1.7,1367
CCn1c(SCC(=O)Nc2nnc(C)s2)nc2c(c1=O)SC(C)C2 (stereo not drawn),-1.9%,0.93,-0.19,0.61,-0.4,i,-12,0.48,1883,1%,2.6,2.9,8.5,i,12,8,-1.3,1084
Fc1ccccc1C1c2cccn2CCN1C(=S)Nc1cccc(Br)c1 (stereo not drawn),2.9%,-0.73,-0.24,-0.61,1.7,i,22,0.96,994,-3%,6.1,1.9,7.6,i,59*,46*,-0.3,1097
COc1ccccc1/C=C(\NC(=O)c1ccc(OC)c(OC)c1)C(=O)Nc1ccc([N+](=O)[O-])cc1,0.2%,0.53,-0.11,0.55,-1.2,i,13,x,x,16%,2.3,1.6,6.9,i,5,5,0.4,1104
Cc1ccc(NC(=O)NNC(=O)c2cccs2)cc1,-2.0%,-1.2,-0.25,-0.39,0.65,i,-9,0.1,1569,2%,4.2,4.3,6.2,i,1,6,0.8,1099
C=CCn1c(=O)c2ccccc2n2c(SC(C)C(=O)Nc3nc(-c4ccccc4)cs3)nnc12 (stereo not drawn),1.8%,-0.92,-0.08,-0.23,0.82,i,-9,x,x,10%,3.0,2.9,3.4,i,41,15,-0.6,1178
NC(=O)c1c(NC(=O)CN2C(=O)CCC2=O)sc2c1CCCCC2,0.1%,0.049,-0.12,0.37,-0.64,x,x,-0.74,1452,-14%,3.8,1.7,1.6,i,6,-15,2.0,958
O=C(O)Cc1ccc(NC(=O)C(c2ccccc2)c2ccccc2)cc1,1.3%,-0.36,-0.24,-0.11,0.45,i,15,0,1345,-8%,2.7,2.6,8.5,i,-12,-1,0.6,1061
COc1cc2c(cc1OC)C(C)N(C(=O)c1ccc(Br)o1)CC2 (stereo not drawn),-0.6%,0.61,-0.25,0.54,-0.33,i,3,0.01,1323,7%,9.9,12,12,i,-16,-1,-1.9,484
CC(C)(C)NC(=O)CN(C(=O)c1csnn1)c1ccccc1-c1ccccc1,-0.1%,-0.18,-0.29,0.21,0.33,+,5.0*,x,x,21%,x,x,x,i,-10,-8,0.2,1537
CC12CCC(=O)N1c1c(sc3nc(N4CCOCC4)c4c(c13)CCCC4)C(=O)N2 (stereo not drawn),-1.0%,-0.34,-0.21,-0.18,1,i,-1,-0.47,1214,-11%,2.9,2.0,9.7,i,2,-3,-0.3,954
O=C(Nc1ccccc1)c1cc(S(=O)(=O)N2CCSCC2)ccc1Cl,1.2%,-0.069,-0.27,0.042,0.51,i,6,-0.11,1364,10%,1.5,1.7,2.7,i,-7,6,-3.1,1142
COc1cc2c(C#N)c(N3CCN(C)CC3)nc(N)c2c(N)n1,-1.5%,0.87,0.047,0.56,-0.84,i,5,-0.45,932,39%,4.1,2.9,3.9,i,23,-33,-8.2,1204
COc1ccc(CCNC(C)=O)cc1,-2.2%,0.33,-0.19,-0.016,0.89,i,-33,-0.56,946,-4%,3.9,2.7,2.0,i,11,21,x,x
COc1ccc(C(=O)O/N=C(\C)c2nccs2)cc1,-0.6%,0.42,-0.099,0.54,-1.1,i,1,-0.5,1464,10%,3.8,2.2,2.2,i,19,18,2.9,953
CCOc1ccc(C2=Nn3cnnc3SC2)cc1,-0.7%,-0.46,-0.3,-0.22,0.32,i,10,0.59,1326,3%,6.0,4.6,1.9,i,-13,5,-3.5,827
Cc1c(C(=O)OCC(=O)c2ccc3c(c2)OCCO3)oc2ccccc12,1.9%,2.2,-0.038,1,-1.7,i,2,0.76,1387,10%,4.6,1.8,1.1,i,2,5,-2.6,959
COc1ccc(CCN2C(=O)CS/C2=N\NC(=O)c2ccc(C(C)(C)C)cc2)cc1OC,1.4%,-0.17,-0.26,-0.16,0.59,i,-1,0.16,1544,-12%,2.5,2.8,11,i,-7,1,-1.5,1149
O=C(O)CCCN1C(=O)NC2NC(=O)NC21 (stereo not drawn),-1.6%,-0.9,-0.21,-0.44,0.62,+,31*,0.47,948,1%,1.8,2.0,8.5,i,0,-6,-8.3,1192
Cc1ccc(-c2nn(-c3cccc(F)c3)cc2CNCCc2ccncc2)o1,1.0%,-0.86,-0.29,-0.61,1,i,-22,-1.3,1410,11%,5.3,2.1,7.9,i,19,17,-1.4,1036
COc1cc(Br)c(C2C(C#N)=C(N)Oc3n[nH]c(-c4cccnc4)c32)cc1OC (stereo not drawn),-0.1%,0.086,-0.18,-0.073,-0.094,i,-9,-0.86,1563,-4%,1.3,1.8,4.8,i,-2,-15,-6.8,1066
Cc1cc(C(=O)NNC(=S)Nc2ccccc2)nn1C,-0.6%,0.16,-0.33,0.34,-0.1,i,-12,0.42,1480,0%,3.1,2.4,4.0,i,-18,-15,0.5,1542
CC(=O)c1c(C)[nH]c(C(=O)NCc2ccc(C)cc2)c1C,-0.6%,-1.2,-0.33,-0.66,1,i,8,0.94,860,2%,1.9,1.8,5.8,x,-1,13,-0.8,1130
CC1=C(C(N)=O)C(c2cccs2)NC(=S)N1 (stereo not drawn),-1.0%,-0.15,-0.32,0.36,0.75,i,-10,0.56,1404,u,2.6,2.0,8.3,i,-5,-7,0.1,944
O=C(N/N=C/c1cc(Cl)ccc1O)c1ccncc1,6.2%,-0.29,-0.22,0.22,0.8,x,x,0.68,946,-3%,x,x,x,i,x,x,-0.9,1362
Cn1c(=O)cc(OCCCC(=O)Nc2ccc3c(c2)OCCO3)c2ccccc21,-2.5%,0.48,-0.21,0.25,0.054,i,0,x,x,27%,3.3,2.4,8.6,i,-6,9,1.4,1035
Cc1cc(C)cc(-n2c(C)cc(C=C(C#N)C#N)c2C)c1,0.1%,-0.46,-0.18,0.27,0.052,i,-19,0.88,1565,20%,2.2,1.9,6.7,i,2,-1,-0.1,1336
O=C1O/C(=C/c2ccccc2)c2ccccc21,-0.7%,-0.68,-0.25,-0.53,0.39,i,-5,0.17,1207,20%,2.3,2.6,7.9,i,-2,17,2.7,857
CS(=O)(=O)CCC(C(=O)OCC(=O)c1ccc(Cl)cc1)N1C(=O)c2ccccc2C1=O (stereo not drawn),-2.6%,0.17,-0.091,-0.096,-0.93,i,3,0.21,1463,4%,5.9,1.5,8.0,x,-5,-10,0.5,911
O=C(NC(=S)Nc1ccccn1)c1ccco1,0.1%,0.4,-0.25,0.36,0.044,i,14,0.04,1479,-4%,2.3,1.5,0.7,i,25,27,-2.0,1074
CCCc1nnc(NC(=O)c2ccncc2)s1,0.3%,-0.41,-0.19,-0.36,0.24,i,3,0.04,1198,u,2.0,1.4,3.0,i,2,0,-2.8,855
NC(=O)CC(NC(=O)Cc1cccc2ccccc12)c1ccc(NC2CCC2)c([N+](=O)[O-])c1 (stereo not drawn),0.8%,0.22,-0.63,0.062,0.89,x,x,0.31,790,2%,x,x,x,i,x,x,0.5,1305

# A different layout for part of the listing above:
CCCc1nnc(NC(=O)c2ccncc2)s1
  HIV fusion peptide = 0.3%; Dynein transport = -0.41; Dynein transport cytoplasmic EGFP = -0.19; Dynein transport nuclear GR-EGFP = -0.36; Dynein transport cell count = 0.24; Autophagy HCS = i; Autophagy HCS cell loss 18 h = 3; Ins promoter up = 0.04; Ins promoter up cell count = 1198; AID2073 = u; MT stabilize HCS = 2.0; MT stabilize HCS Hoechst-high % = 1.4; MT stabilize HCS cytotoxicity % = 3.0; Yfh1-off respiration = i; WT yeast gro inh = 2; WT yeast gro inh mutant strain = 0; b-catenin transl = -2.8; b-catenin transl cell count 5 µM = 855

NC(=O)CC(NC(=O)Cc1cccc2ccccc12)c1ccc(NC2CCC2)c([N+](=O)[O-])c1 (stereo not drawn)
  HIV fusion peptide = 0.8%; Dynein transport = 0.22; Dynein transport cytoplasmic EGFP = -0.63; Dynein transport nuclear GR-EGFP = 0.062; Dynein transport cell count = 0.89; Autophagy HCS = x; Autophagy HCS cell loss 18 h = x; Ins promoter up = 0.31; Ins promoter up cell count = 790; AID2073 = 2%; MT stabilize HCS = x; MT stabilize HCS Hoechst-high % = x; MT stabilize HCS cytotoxicity % = x; Yfh1-off respiration = i; WT yeast gro inh = x; WT yeast gro inh mutant strain = x; b-catenin transl = 0.5; b-catenin transl cell count 5 µM = 1305

# Compounds as they come. About 4.2% of those tested had a hit in this group.
